Screening data (PubChem BioAssay)
ARFGAP1 inhibitor: rat ARFGAP1 inhibition; AID 651572; actives 0.26% (n = 360,000); Arfgap1-stimulated ARF1 GTP hydrolysis, GDP FP detection; inhibition, % at 16.5 µM;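 active = inhibition above a per-plate limit, mean inhibition of low control wells plus 3 SD, cut at about 25% in these data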;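 note: 0% = DMSO wells with enzyme and 100% = wells lacking Arfgap1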
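System: truncated rat Arfgap1 GAP domain / Medium: HEPES-based buffer, pH 7.5 / Also added: N-terminally truncated human ARF1-GTP substrate / Incubation: enzyme reaction 120 min at 25 °C after 20 min preincubation / Measured by: FP of antibody-bound GDP Alexa 633 tracer, ex 620/em 688 nm / Replicates: singlicate, each compound tested once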
NPR1 activator: GC-A (human) enzyme activation | P16066 | HEK293 GC-A cells, cGMP TR-FRET, EC30 ANP; 0% at EC30 ANP, 100% saturating ANP | activation, % at 10 µM | actives 0.14% (n = 370,000); in the data active = activation above about 40%
KLK7 zymogen act: activators of human kallikrein-7 zymogen | purified proKLK7, EDANS-DABCYL substrate fluorescence; 100% is mature enzyme control, 0% vehicle | activation, % at 7 µM | actives 0.9% (n = 370,000);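 active = activation above the mean of all tested compounds plus 3 SD, computed per campaign excluding outliers beyond control limits, cut at about 13% in these data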
GAA850 FXN act: increases GAA850 frataxin promoter reporter activity; HEK293 lucGAA850 FXN promoter luciferase reporter, 24 h; percent of 10 µM SAHA response; activation, % at 6 µM; actives 0.56% (n = 360,000);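 active = activation above the average of all compounds screened plus 3 SD, cutoff fixed separately per campaign, cut at about 7.5% in these data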;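 note: 0% = DMSO wells and 100% = 10 µM SAHA wells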
sPLA2-III inh: Inhibits HGIII-sPLA2 liposome hydrolysis, primary screen; actives 0.56% (n = 370,000); inhibition, % at 12.2 µM; QFRET BODIPY PC-A2 liposome hydrolysis, fluorescence; AID 743126;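 active = inhibition above mean plus 3 SD of compounds lying within the high and low control bounds, cut at about 19% in these data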;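 note: 0% = median of test compound wells and 100% = no enzyme DMSO wells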
ADAM10 inh: ADAM10 inhibition, QFRET primary screen. actives 0.62% (n = 370,000). inhibition, % at 7 µM. recombinant ADAM10, EDANS/DABCYL FRET peptide cleavage, 3 h. O14672;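 active = inhibition above a per-campaign cutoff equal to the mean of compounds falling between control-based bounds plus 3 SD, cut at about 20% in these data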;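 note: 0% = DMSO wells while the 100% control is not disclosed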
Target sequence (O14672 214-748 limits assumed): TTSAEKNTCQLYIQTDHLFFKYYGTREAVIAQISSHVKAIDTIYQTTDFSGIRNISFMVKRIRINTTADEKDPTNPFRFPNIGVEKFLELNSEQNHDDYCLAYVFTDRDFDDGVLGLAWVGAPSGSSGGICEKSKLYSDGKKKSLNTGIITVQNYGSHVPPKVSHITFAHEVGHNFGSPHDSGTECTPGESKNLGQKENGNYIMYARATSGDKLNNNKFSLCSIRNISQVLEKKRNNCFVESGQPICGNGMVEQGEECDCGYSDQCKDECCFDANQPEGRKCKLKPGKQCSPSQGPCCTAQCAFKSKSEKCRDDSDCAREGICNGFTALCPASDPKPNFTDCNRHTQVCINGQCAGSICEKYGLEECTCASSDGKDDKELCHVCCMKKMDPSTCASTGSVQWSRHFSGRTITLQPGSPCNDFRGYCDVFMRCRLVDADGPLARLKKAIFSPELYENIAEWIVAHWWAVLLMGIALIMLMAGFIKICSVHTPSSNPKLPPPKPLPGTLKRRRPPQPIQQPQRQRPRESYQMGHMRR
ASAP1 inh: inhibitors of human ASAP1 ArfGAP activity. AID 624377. ASAP1-stimulated ARF1 GTP hydrolysis, GDP FP detection. inhibition, % at 16.5 µM. actives 0.19% (n = 360,000). Q9ULH1; in the data active = inhibition above about 25%;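 note: 0% = vehicle with enzyme and substrate and 100% = no enzyme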
GC-B act: GC-B (human) receptor activation; P20594; HEK293-GC-B cells, CNP EC30, cGMP TR-FRET; 0% at EC30 CNP, 100% saturating CNP; activation, % at 10 µM; actives 0.11% (n = 370,000);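 active = activation at 10 µM reaching about 35% in either raw or pattern-adjusted values, limit read from the data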
rCAG binder: r(CAG) repeat RNA binding; TO-PRO-1 dye displacement fluorescence; inhibition, % at 3 µM; actives 1.3% (n = 370,000); AID 651821;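 active = inhibition above the plate cutoff, the mean of all test compounds on that plate plus 3 SD, cut at about 35% in these data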;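 note: 0% = DMSO alone and 100% = 100 µM mitoxantrone as full dye displacement; higher means more dye released from RNA so lower well fluorescence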
DDE Tn6 FP inh: disrupts Tn6 cyclic peptide binding to fibrin D-Dimer-E complex; P02675; inhibition, % at 8.3 µM; actives 0.21% (n = 370,000); Fibrin DD(E) TRITC-Tn6 fluorescence polarization displacement;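 active = inhibition above a per-campaign cutoff: mean of compounds within control limits plus 3 SD, cut at about 15% in these data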;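 note: 0% = median of all compound wells on the plate and 100% = blocking peptide control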
Target sequence (P02675 whole entry, looked up): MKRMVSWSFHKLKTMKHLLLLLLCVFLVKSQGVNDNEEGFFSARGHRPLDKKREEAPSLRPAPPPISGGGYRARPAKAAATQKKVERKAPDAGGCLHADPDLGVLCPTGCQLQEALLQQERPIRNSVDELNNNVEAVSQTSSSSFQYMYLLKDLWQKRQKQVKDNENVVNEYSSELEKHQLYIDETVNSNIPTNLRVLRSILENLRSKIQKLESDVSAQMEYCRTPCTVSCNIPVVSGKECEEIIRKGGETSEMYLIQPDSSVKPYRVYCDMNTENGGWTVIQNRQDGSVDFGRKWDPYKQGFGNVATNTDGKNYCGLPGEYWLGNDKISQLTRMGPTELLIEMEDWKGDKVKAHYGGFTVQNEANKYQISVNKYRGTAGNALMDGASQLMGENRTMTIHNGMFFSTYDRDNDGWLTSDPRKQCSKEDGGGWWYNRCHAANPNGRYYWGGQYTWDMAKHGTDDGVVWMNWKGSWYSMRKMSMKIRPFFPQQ
Starred values were filed as active, the others as inactive.

For COc1ccc(-c2nc(=S)c3c(n2CCN2CCOCC2)CC(C)(C)OC3)cc1 the results were ARFGAP1 inhibitor 2, NPR1 activator 4, KLK7 zymogen act 0.3, GAA850 FXN act -0.1, sPLA2-III inh 10, ADAM10 inh 7, ASAP1 inh 7, GC-B act 6, rCAG binder 0 and DDE Tn6 FP inh 8.
For CC(Cc1ccccc1)C(=O)N1CCN(C)CC1 (stereo not given) the results were ARFGAP1 inhibitor -2, NPR1 activator -1, KLK7 zymogen act 0.3, GAA850 FXN act 0.8, sPLA2-III inh 6, ADAM10 inh -3, ASAP1 inh -1, GC-B act 6, rCAG binder 0 and DDE Tn6 FP inh -6.
O=S(=O)(NCC1CCCO1)c1ccc(-c2ccc(Cl)cc2)cc1 (stereo not given) was read as ARFGAP1 inhibitor 9, NPR1 activator 7, KLK7 zymogen act -0.4, GAA850 FXN act -0.6, sPLA2-III inh -11, ADAM10 inh 5, ASAP1 inh 6, GC-B act 2, rCAG binder 2 and DDE Tn6 FP inh 7.
For O=C(Nc1ccccc1)c1cc(C2CCCCN2S(=O)(=O)c2cccs2)on1 (stereo not given) the results were ARFGAP1 inhibitor 3, NPR1 activator 3, KLK7 zymogen act 0.4, GAA850 FXN act 3.5, sPLA2-III inh -11, ADAM10 inh -3, ASAP1 inh -1, GC-B act 0, rCAG binder 2 and DDE Tn6 FP inh 4.
`CC1CCCN(C(=O)COC(=O)c2n[nH]c3ccccc23)C1` (stereo not given) gave ARFGAP1 inhibitor 13, NPR1 activator -2, KLK7 zymogen act 0.4, GAA850 FXN act 0.6, sPLA2-III inh 0, ADAM10 inh 0, ASAP1 inh 5, GC-B act 0, rCAG binder -1 and DDE Tn6 FP inh 3.
For COc1ccc(N2CCN(C(=O)C3CCCO3)CC2)cc1 (stereo not given) the results were ARFGAP1 inhibitor -6, NPR1 activator 1, KLK7 zymogen act 0.4, GAA850 FXN act 1.0, sPLA2-III inh 4, ADAM10 inh -1, ASAP1 inh 4, GC-B act -3, rCAG binder -2 and DDE Tn6 FP inh -5.
Clc1c(CSc2nc3ccccc3o2)nc2sccn12 was read as ARFGAP1 inhibitor 0, NPR1 activator -2, KLK7 zymogen act -0.2, GAA850 FXN act 5.0, sPLA2-III inh 8, ADAM10 inh 4, ASAP1 inh 1, GC-B act 0, rCAG binder -3 and DDE Tn6 FP inh 0.
`Cc1ccc(C(=O)N2N=C(c3ccccc3O)CC2c2ccccc2)cc1` (stereo not given) gave ARFGAP1 inhibitor 12, NPR1 activator 4, KLK7 zymogen act -0.4, GAA850 FXN act 2.8, sPLA2-III inh 14, ADAM10 inh -3, ASAP1 inh 8, GC-B act 4, rCAG binder 4 and DDE Tn6 FP inh 1.
`CCOc1ccccc1NC(=O)NNC(=O)c1ccc2ccccc2c1` gave ARFGAP1 inhibitor 8, NPR1 activator -3, KLK7 zymogen act 0.2, GAA850 FXN act -0.2, sPLA2-III inh -33, ADAM10 inh -6, ASAP1 inh -6, GC-B act -4, rCAG binder 5 and DDE Tn6 FP inh -18.
Screening Cc1ccc2[nH]c(=O)c(CN(Cc3cccs3)S(=O)(=O)c3ccc4c(c3)OCCO4)cc2c1 returned ARFGAP1 inhibitor 5, NPR1 activator -5, KLK7 zymogen act -0.2, GAA850 FXN act -0.1, sPLA2-III inh 7, ADAM10 inh 4, ASAP1 inh -5, GC-B act 2, rCAG binder 4 and DDE Tn6 FP inh 6.
For Cn1c(=O)c2sccc2n2c(CCCC(=O)NCCc3ccc(S(N)(=O)=O)cc3)nnc12 the results were ARFGAP1 inhibitor 8, NPR1 activator 4, KLK7 zymogen act 0.1, GAA850 FXN act 0.6, sPLA2-III inh 8, ADAM10 inh 11, ASAP1 inh 4, GC-B act -1, rCAG binder 0 and DDE Tn6 FP inh 6.
NNC(=O)c1oc2nc(-c3ccc(Cl)cc3)cc(-c3ccccc3)c2c1N was read as ARFGAP1 inhibitor 5, NPR1 activator 6, KLK7 zymogen act -14, GAA850 FXN act 2.5, sPLA2-III inh 9, ADAM10 inh -22, ASAP1 inh 13, GC-B act 0, rCAG binder 15 and DDE Tn6 FP inh -5.

Two records picked at random from the list so far:
For CC(Cc1ccccc1)C(=O)N1CCN(C)CC1 (stereo not given) the results were ARFGAP1 inhibitor -2, NPR1 activator -1, KLK7 zymogen act 0.3, GAA850 FXN act 0.8, sPLA2-III inh 6, ADAM10 inh -3, ASAP1 inh -1, GC-B act 6, rCAG binder 0 and DDE Tn6 FP inh -6.
Clc1c(CSc2nc3ccccc3o2)nc2sccn12 was read as ARFGAP1 inhibitor 0, NPR1 activator -2, KLK7 zymogen act -0.2, GAA850 FXN act 5.0, sPLA2-III inh 8, ADAM10 inh 4, ASAP1 inh 1, GC-B act 0, rCAG binder -3 and DDE Tn6 FP inh 0.

The list continues:
For CC(C)CNC(=O)CSc1ccc(S(=O)(=O)N(C)C2CCCCC2)cn1 the results were ARFGAP1 inhibitor -1, NPR1 activator -3, KLK7 zymogen act 0.7, GAA850 FXN act 2.2, sPLA2-III inh 0, ADAM10 inh 1, ASAP1 inh -2, GC-B act 2, rCAG binder -7 and DDE Tn6 FP inh -2.
O=C(CN(Cc1ccc(F)cc1)C(=O)CNS(=O)(=O)c1ccc(F)cc1)NCC1CCCO1 (stereo not given) was read as ARFGAP1 inhibitor -11, NPR1 activator -3, KLK7 zymogen act -0.7, GAA850 FXN act 0.3, sPLA2-III inh 0, ADAM10 inh 5, ASAP1 inh -8, GC-B act 2, rCAG binder 4 and DDE Tn6 FP inh 8.
Screening Cc1cccc(/C=N/NC(=O)c2ccc(NC(=O)c3ccc(Cl)cc3)cc2)n1 returned ARFGAP1 inhibitor 18, NPR1 activator -2, KLK7 zymogen act -2.7, GAA850 FXN act -0.8, sPLA2-III inh -3, ADAM10 inh 3, ASAP1 inh 7, GC-B act -5, rCAG binder 9 and DDE Tn6 FP inh -3.
Screening NC(N)=NC(N)=NCCc1ccccc1 returned ARFGAP1 inhibitor 8, NPR1 activator -5, KLK7 zymogen act -0.6, GAA850 FXN act -0.8, sPLA2-III inh 11, ADAM10 inh 0, ASAP1 inh -10, GC-B act 5, rCAG binder 1 and DDE Tn6 FP inh 4.
Screening COc1cc(NC(=O)CCn2c(=S)[nH]c3ccccc3c2=O)cc(OC)c1OC returned ARFGAP1 inhibitor -6, NPR1 activator 31, KLK7 zymogen act -0.3, GAA850 FXN act -2.2, sPLA2-III inh 12, ADAM10 inh 3, ASAP1 inh 0, GC-B act -1, rCAG binder 4 and DDE Tn6 FP inh -3.
`Cc1ccccc1NC(=O)CSc1nc(-c2ccccc2)cc(=O)[nH]1` gave ARFGAP1 inhibitor -4, NPR1 activator -5, KLK7 zymogen act -0.7, GAA850 FXN act 0.2, sPLA2-III inh 2, ADAM10 inh 13, ASAP1 inh -8, GC-B act -4, rCAG binder 5 and DDE Tn6 FP inh -3.
Screening Cc1cc(C(=O)N/N=C/c2ccco2)c2ccccc2n1 returned ARFGAP1 inhibitor 0, NPR1 activator 5, KLK7 zymogen act 0.2, GAA850 FXN act 0.5, sPLA2-III inh 1, ADAM10 inh -7, ASAP1 inh 7, GC-B act -2, rCAG binder 1 and DDE Tn6 FP inh 2.
For CCOc1ccc(CN(C)C(=O)CNC(=O)c2ccc(Br)o2)cc1OC the results were ARFGAP1 inhibitor -3, NPR1 activator 1, KLK7 zymogen act -0.6, GAA850 FXN act 0.6, sPLA2-III inh 1, ADAM10 inh 2, ASAP1 inh -7, GC-B act -2, rCAG binder -6 and DDE Tn6 FP inh -3.
`O=[N+]([O-])c1cc(C(F)(F)F)ccc1NCCNC(=S)Nc1ccc(Cl)cc1` gave ARFGAP1 inhibitor 6, NPR1 activator -1, KLK7 zymogen act 0.2, GAA850 FXN act 6.3, sPLA2-III inh 4, ADAM10 inh 18, ASAP1 inh 11, GC-B act 6, rCAG binder 12 and DDE Tn6 FP inh 2.
For Cc1ccc2nsnc2c1NC(=O)Cc1ccc(Cl)cc1 the results were ARFGAP1 inhibitor -9, NPR1 activator -3, KLK7 zymogen act 2.1, GAA850 FXN act 1.3, sPLA2-III inh 3, ADAM10 inh 6, ASAP1 inh -20, GC-B act 0, rCAG binder -3 and DDE Tn6 FP inh -5.
CC1CCN(S(=O)(=O)c2ccc(NC(=O)CSc3nnnn3C)cc2)CC1 was read as ARFGAP1 inhibitor 3, NPR1 activator -1, KLK7 zymogen act 0.4, GAA850 FXN act -1.1, sPLA2-III inh -5, ADAM10 inh 4, ASAP1 inh -2, GC-B act -1, rCAG binder 2 and DDE Tn6 FP inh -4.
`CC(=O)N(c1ccccc1Cl)S(=O)(=O)c1ccc(Cl)cc1` gave ARFGAP1 inhibitor 4, NPR1 activator -2, KLK7 zymogen act 0.0, GAA850 FXN act 0.0, sPLA2-III inh -4, ADAM10 inh -1, ASAP1 inh -13, GC-B act -3, rCAG binder -1 and DDE Tn6 FP inh 1.

As a working copy, part of the list above.
CC1CCN(S(=O)(=O)c2ccc(NC(=O)CSc3nnnn3C)cc2)CC1 was read as ARFGAP1 inhibitor 3, NPR1 activator -1, KLK7 zymogen act 0.4, GAA850 FXN act -1.1, sPLA2-III inh -5, ADAM10 inh 4, ASAP1 inh -2, GC-B act -1, rCAG binder 2 and DDE Tn6 FP inh -4.
`CC(=O)N(c1ccccc1Cl)S(=O)(=O)c1ccc(Cl)cc1` gave ARFGAP1 inhibitor 4, NPR1 activator -2, KLK7 zymogen act 0.0, GAA850 FXN act 0.0, sPLA2-III inh -4, ADAM10 inh -1, ASAP1 inh -13, GC-B act -3, rCAG binder -1 and DDE Tn6 FP inh 1.

(listing goes on)
CC(=O)Nc1ccc(NC(=O)Cc2ccc(S(=O)(=O)N3CCCCC3)s2)cc1 was read as ARFGAP1 inhibitor -2, NPR1 activator -4, KLK7 zymogen act -1.4, GAA850 FXN act 0.9, sPLA2-III inh -8, ADAM10 inh 8, ASAP1 inh -3, GC-B act -3, rCAG binder 19 and DDE Tn6 FP inh 6.
Screening Cc1nnc(NC(=O)c2ccc3nccnc3c2)s1 returned ARFGAP1 inhibitor -10, NPR1 activator -2, KLK7 zymogen act -0.5, GAA850 FXN act 1.6, sPLA2-III inh -5, ADAM10 inh -5, ASAP1 inh -10, GC-B act 0, rCAG binder 4 and DDE Tn6 FP inh 3.
Screening CC(=O)N1CCN(C(=S)c2ccc(Cl)cc2)CC1 returned ARFGAP1 inhibitor 11, NPR1 activator 0, KLK7 zymogen act 0.1, GAA850 FXN act 2.1, sPLA2-III inh 6, ADAM10 inh 6, ASAP1 inh 2, GC-B act 0, rCAG binder 2 and DDE Tn6 FP inh 1.
`O=C1NC(c2ccccc2)(C(F)(F)F)SC2=CCCCCN12` (stereo not given) gave ARFGAP1 inhibitor 3, NPR1 activator 5, KLK7 zymogen act -0.1, GAA850 FXN act -2.6, sPLA2-III inh 3, ADAM10 inh 3, ASAP1 inh -13, GC-B act -1, rCAG binder -6 and DDE Tn6 FP inh 8.
CCOC(=O)C1CCCN(c2ncnc3c2cnn3-c2cccc(C)c2)C1 (stereo not given) was read as ARFGAP1 inhibitor 8, NPR1 activator 4, KLK7 zymogen act 0.6, GAA850 FXN act -7.2, sPLA2-III inh -10, ADAM10 inh -3, ASAP1 inh -2, GC-B act -7, rCAG binder -6 and DDE Tn6 FP inh -4.

The order is random; 4.5% or so of the library scored in one or more.
